# High-throughput results from PubChem BioAssay.
# Gal4-VP16 FLuc = Gal4-VP16 reporter inhibition counter-screen; 3.5% of 310,000 active; AID 2546; Drosophila S2 Gal4-VP16 UAS-luciferase, luminescence, 20 h; Potency, µM (highest dose often 53.6 µM), for inactives: at the top dose activity, negative = inhibition, most hits filed as inhibitors;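 further: Gal4-VP16 expression switched on by copper sulfate through the metallothionein promoter; on the % scale 0 is the no-effect control and ±100 the full control effect; nearly all actives have a fitted effect of over 50% in size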
# BRCA1 expr act = increases BRCA1 expression | AID 624202 | 1.1% of 380,000 active | MCF7-BRCA1-FFLuc reporter, luminescence, 48 h; response scale: scaled: vehicle 0%, 10 µM genistein 100% | Potency, µM (highest dose often 46.1 µM), inactives show at the highest dose activation, hits mostly activators; further: nearly all actives have a fitted effect of over 80% in size; some results filed as inactive show a strong effect at the top dose
#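 Quantitative HTS in MCF7 cells stably reporting BRCA1 expression via firefly luciferase. Compound treatment lasts 48 h at 37 °C in phenol-red free MEM. Activation is expressed relative to genistein at 10 microM and DMSO.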
# NPC1 prom act = NPC1 promoter activation; Huh7 NPC1 promoter luciferase reporter, 24 h; Potency, µM (doses to about 9.22 µM), for inactives: at the highest dose activation, most hits filed as activators; 2.4% of 320,000 active; AID 485313;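 further: % of control where 0% means no effect; nearly all actives have a fitted effect of over 60% in size; reporter is driven by a mutant NPC1 promoter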
#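 Cells: Huh7 expressing luciferase under the NPC1 promoter, 1500/well. Seeded 2 h, compound added, incubated 24 h at 37 °C. Luciferase reagent, 10 min ambient, then luminescence.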
# p53 reactivation = mutant p53 re-activation in reporter cells; Potency, µM (series often up to 92.2 µM), for the others: at the highest dose activity change, positive = activation, hits mostly activators; 0.063% of 320,000 active; AID 504706; H1299 p53-A138V BP100-luciferase reporter, luminescence, 24 h; further: % of control where 0% means no effect; nearly all actives have a fitted effect of over 45% in size
#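 p53-null H1299 cells stably carrying temperature-sensitive p53-A138V and a BP100-luciferase reporter were pinned with compounds (4-point, 1:5 series) and held 24 hrs at 37 deg C. Luminescence was read 10 min after detection reagent.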
# Rab9 prom act = Rab9 promoter activation | 2.8% of 320,000 active | Huh7 Rab9 promoter-luciferase reporter, luminescence, 24 h | Potency, µM (highest dose often 9.22 µM), for the others: at the top dose activation, negative = inhibition, actives largely listed as activators | AID 485297; further: % of control where 0% means no effect; nearly all actives have a fitted effect of over 60% in size
#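 Cell-based reporter: Huh7 stable for Rab9 promoter-driven luciferase, plated in reduced-serum medium with 10% FBS at 1500 cells/well, compound-treated 24 h at 37 °C, luminescence read after 10 min reagent.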
# FLuc modulator = inhibits or activates purified firefly luciferase, miR-21 counter-screen | P08659 | purified FLuc, Km substrates, luminescence inhibition | Potency, µM (titrated, usually from 57.5 µM), inactives show top-dose activity change, negative = inhibition, most hits filed as inhibitors | 6.9% of 360,000 active;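 further: plate controls were vehicle for no effect and reference inhibitor for full effect; nearly all actives have a fitted effect of over 55% in size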
# Target sequence (P08659 whole entry, looked up): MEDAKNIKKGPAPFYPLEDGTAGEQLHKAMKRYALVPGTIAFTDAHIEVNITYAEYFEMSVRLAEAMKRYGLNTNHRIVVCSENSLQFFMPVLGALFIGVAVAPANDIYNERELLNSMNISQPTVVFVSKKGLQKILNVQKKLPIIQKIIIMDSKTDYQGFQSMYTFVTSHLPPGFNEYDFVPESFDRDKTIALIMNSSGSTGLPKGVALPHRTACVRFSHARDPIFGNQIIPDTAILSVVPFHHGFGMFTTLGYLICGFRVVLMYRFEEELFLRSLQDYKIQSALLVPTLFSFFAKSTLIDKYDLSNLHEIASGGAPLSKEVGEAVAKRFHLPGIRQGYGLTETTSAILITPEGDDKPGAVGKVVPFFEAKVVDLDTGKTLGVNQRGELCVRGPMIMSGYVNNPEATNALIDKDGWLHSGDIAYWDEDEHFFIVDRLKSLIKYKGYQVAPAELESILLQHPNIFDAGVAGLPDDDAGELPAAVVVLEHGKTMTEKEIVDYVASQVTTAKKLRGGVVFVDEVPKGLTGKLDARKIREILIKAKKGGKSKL
#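 Biochemical qHTS of compounds, final roughly 60 µM downward over six points, against 10 nM purified firefly luciferase using Km concentrations of substrates (10 uM D-luciferin, 10 uM ATP) in Tris acetate pH 7.5 buffer; luminescence output.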
# ELG1 genotox = genotoxicity induction in ELG1-luciferase HEK293T cells | Potency, µM (top dose mostly 46 µM), for inactives: at the top dose activity change, positive = activation, hits mostly activators | 1.3% of 330,000 active | HEK293T ELG1-luciferase reporter, luminescence, 16 h; further: % of control where 0% means no effect; nearly all actives have a fitted effect of over 60% in size
#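 Step 1: seed 2,000 HEK293T ELG1-luciferase cells per well. Step 2: add compound or DMSO, incubate 16 hr at 37 °C. Step 3: ONE-Glo, 30 min at room temperature, read luminescence.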
# uPA generation = blocks generation of uPA at the cell surface; cell surface uPA generation assay, qHTS; Potency, µM (doses to about 38.3 µM), without a hit: at the top dose activity change, negative = inhibition, most hits filed as inhibitors; 0.31% of 330,000 active; active means well fitted inhibition curve with a large enough effect; inconclusive means small, poorly fitted or top-dose-only effect; inactive means no such curve, though single readings can be large or run the other way; tested in mouse RAW 264.7 cells; further: on the % scale 0 is the no-effect control and ±100 the full control effect; nearly all actives have a fitted effect of over 55% in size
# RORg inh = ROR gamma (mouse) transcription inhibition; Drosophila S2 Gal4-RORgamma UAS-luciferase reporter, 20 h; Potency, µM (series often up to 53.6 µM), inactives show top-dose activity change, negative = inhibition, hits mostly inhibitors; 5.4% of 310,000 active; further: on the % scale 0 is the no-effect control and ±100 the full control effect; nearly all actives have a fitted effect of over 60% in size
# Target sequence (P51450 whole entry, looked up, the tested form may be a part): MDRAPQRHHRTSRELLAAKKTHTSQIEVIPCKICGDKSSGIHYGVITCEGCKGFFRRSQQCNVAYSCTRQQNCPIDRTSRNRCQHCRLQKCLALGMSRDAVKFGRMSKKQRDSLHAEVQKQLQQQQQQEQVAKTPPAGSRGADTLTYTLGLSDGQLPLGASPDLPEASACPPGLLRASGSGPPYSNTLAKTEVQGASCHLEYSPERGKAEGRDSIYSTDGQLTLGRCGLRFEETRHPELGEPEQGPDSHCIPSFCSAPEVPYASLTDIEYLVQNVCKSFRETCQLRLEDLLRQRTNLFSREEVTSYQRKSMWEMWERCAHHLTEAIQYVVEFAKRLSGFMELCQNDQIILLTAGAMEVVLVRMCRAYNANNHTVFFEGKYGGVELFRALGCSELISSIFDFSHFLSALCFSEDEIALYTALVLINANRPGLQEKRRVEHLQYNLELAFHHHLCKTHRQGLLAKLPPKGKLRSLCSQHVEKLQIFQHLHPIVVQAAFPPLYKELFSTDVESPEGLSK
#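 ROR gamma transcriptional activity was tracked as Gal4-UAS luciferase output in stably transfected Drosophila Schneider cells, with compound added 1 hr before 700 uM copper sulfate induction and a 20 hr ambient-temperature incubation.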
# MBNL1 CUG block = MBNL1-poly(CUG) RNA binding inhibition; 0.036% of 280,000 active; Q9NR56; TR-FRET MBNL1-His/biotin-(CUG)12 binding, 665/545 ratio; Potency, µM (top dose mostly 57.5 µM), without a hit: top-dose activity change, negative = inhibition, most hits filed as inhibitors; active means well fitted inhibition curve with a large enough effect in the signal ratio, with a control signal flat, not every such curve was filed as active; inconclusive means small, poorly fitted or top-dose-only effect, or effect the other way, or a change in a side signal; inactive means no such curve, though single readings can be large or run the other way; the % refers to the signal ratio; further: on the % scale 0 is the no-effect control and ±100 the full control effect
#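 Inhibition of protein-RNA binding appears as loss of TR-FRET between terbium anti-His antibody on MBNL1-His and streptavidin-XL665 on biotin-(CUG)12. Activity is normalized to buffer-only and uninhibited-complex controls.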
# * = called active by the depositor; ? = inconclusive; . = not tested or not shown; [ ] = remark or other dose. Unless noted, the call rests on the fitted dose curve; in most records, active means well fitted curve in the direction sought with a large enough effect; inconclusive means small, poorly fitted or top-dose-only effect, or another doubt; inactive means no such curve, though single readings can be large; an effect the other way counts as inactive or inconclusive. Potency means the concentration at half of the fitted maximal effect.
SMILES,Gal4-VP16 FLuc,BRCA1 expr act,NPC1 prom act,p53 reactivation,Rab9 prom act,FLuc modulator,ELG1 genotox,uPA generation,RORg inh,MBNL1 CUG block
COc1ccc(CN2CCN(Cc3cc4ccccc4o3)CC2CCO)cc1C (stereo not drawn),2%,-19%,-6%,.,2%,5%,-6%,-3%,-17%,0%
Cc1ccc2nc(N3CCOCC3)c(C=O)c(=O)n2c1,-6%,0%,3%,-2%,-4%,-4%,6%,3%,-2%,?
C#CCOCCOCCOCCNc1nc(N2CCN(C(=O)[C@H](CO)n3cc([C@@H](N)C(C)C)nn3)CC2)nc(N2CCN(C(=O)[C@H](CCC(=O)O)n3cc([C@@H](N)CCCCN)nn3)CC2)n1,.,-4%,.,10%,.,.,2%,3%,.,.
Cc1cc(C(=O)COC(=O)CC2Sc3ccccc3NC2=O)c(C)n1-c1cccc(C(F)(F)F)c1 (stereo not drawn),?,-35%,1%,22%,-2%,?,4%,-6%,?,0%
O=C(NCc1cccs1)c1cnc2ccccn2c1=O,-2%,16%,11%,10%,23%,-9%,0%,.,14%,?
COc1cccc(NC(=O)CN(C)C(C)C(=O)NC(C)c2ccc(Cl)cc2Cl)c1 (stereo not drawn),.,-12%,0%,-3%,-1%,5%,1%,-9%,.,.
O=S(=O)(NC1CC1)c1ccccc1,0%,14%,2%,9%,-3%,5%,3%,0%,-15%,-6%
CC(C)C[C@H](NC(=O)c1[nH]cnc1C(=O)N[C@H](C)c1ccccc1)C(=O)OC(C)(C)C,5.6µM*,-36%,0%,-12%,0%,1%,-8%,?,5µM*,9%
CCOC(=O)c1sc(NN=C(C(=O)OC)C(=O)OC)c(C(=O)OCC)c1C,-30%,-20%,-4%,2%,1%,-5%,-8%,2%,?,6%
COc1ccc(NC(=O)Cn2nc(C)c([N+](=O)[O-])c2C)cn1,5%,-1%,-10%,1%,-1%,0%,-1%,2%,-3%,-5%
O=C(COc1ccc(Cl)cc1)Nc1ccc2c(c1)OCO2,-6%,1%,14%,12%,3%,19µM*,?,3%,2%,4%
Cc1ccc(C(=O)CSc2ccccc2C(=O)O)cc1,?,-3%,?,16%,?,4.3µM*,12%[9.26 µM],8%,10µM*,-7%

# Reprinted from the part before: five entries; new compounds follow.
SMILES,Gal4-VP16 FLuc,BRCA1 expr act,NPC1 prom act,p53 reactivation,Rab9 prom act,FLuc modulator,ELG1 genotox,uPA generation,RORg inh,MBNL1 CUG block
CC(C)C[C@H](NC(=O)c1[nH]cnc1C(=O)N[C@H](C)c1ccccc1)C(=O)OC(C)(C)C,5.6µM*,-36%,0%,-12%,0%,1%,-8%,?,5µM*,9%
CCOC(=O)c1sc(NN=C(C(=O)OC)C(=O)OC)c(C(=O)OCC)c1C,-30%,-20%,-4%,2%,1%,-5%,-8%,2%,?,6%
COc1ccc(NC(=O)Cn2nc(C)c([N+](=O)[O-])c2C)cn1,5%,-1%,-10%,1%,-1%,0%,-1%,2%,-3%,-5%
O=C(COc1ccc(Cl)cc1)Nc1ccc2c(c1)OCO2,-6%,1%,14%,12%,3%,19µM*,?,3%,2%,4%
Cc1ccc(C(=O)CSc2ccccc2C(=O)O)cc1,?,-3%,?,16%,?,4.3µM*,12%[9.26 µM],8%,10µM*,-7%
CCN1CCCC1CNCc1cccc(OC)c1OCc1ccccc1 (stereo not drawn),5%,-9%,0%,14%,2%,-1%,-3%,6%,-19%,.
CCCCCC1CC(CC(=O)O)C(=O)O1 (stereo not drawn),2%,-2%,-2%,-5%,-3%,13%,-1%,3%,-3%,-1%
Cc1cc(C)cc(NC(=O)C2CCCN(c3ncccn3)C2)c1 (stereo not drawn),-2%,-11%,-2%,1%,-1%,-2%,-10%,2%,-28%,8%
COc1ccc(CCNC(=O)/C(C#N)=C/c2ccc(OCC(=O)NCC3CCCO3)cc2)cc1OC (stereo not drawn),-19%,0%,-9%,-3%,-5%,-3%,-5%,1%,15%,8%
CCN(CC1COc2ccccc2O1)S(=O)(=O)c1ccc(C)cc1 (stereo not drawn),-7%,-29%,1%,1%,-2%,1%,1%,-2%,43%,-7%
CCN(CC)c1ccc2ccc(=O)oc2c1,4%,14%,0%,-3%,-1%,?,8%,-2%,-18%,?
O=S(=O)(Nc1ccc(N2CCOCC2)cc1)c1ccc(F)cc1F,18%,-18%,-4%,-3%,2%,-1%,-3%,0%,15%,-5%
CCO/C=C1/C(=O)N(C)C(=O)c2cc(OC)ccc21,1%,-19%,-1%,2%,-1%,8%,16%,1%,3%,?
Cc1ccc2c(c1)N(C(=O)CCC(=O)N1CCCCC1)CCO2,-7%,3%,1%,7%,-3%,-1%,-1%,4%,-29%,-1%
CCCOc1ccccc1C(=O)N(Cc1ccco1)C1CCS(=O)(=O)C1 (stereo not drawn),1%,-6%,0%,18%,4%,1%,1%,-1%,6%,1%
Cc1cccc(-c2c3c(=O)n(C)c(=O)n(C)c3c3cccnn23)c1,-3%,-19%,1%,-1%,-9%,6%,-2%,-5%,3%,?
FC(F)(F)c1cc(-c2ccccc2)nc(N2CCOCC2)n1,-2%,-43%,-2%,-2%,0%,-3%,1%,4%,0.79µM*,-13%
CCOC(=O)N1CCN(Cc2nc3cc(NC(C)=O)ccc3n2C)CC1,1%,12%,-5%,-2%,-1%,2%,1%,-1%,3%,-2%
O=C(CSc1nncn1-c1ccccc1)Nc1ccccc1,-18%,17%,3%,?,11%,-5%,-1%,-1%,7%,3%
CN1CCN(C2=C(NS(=O)(=O)c3cccs3)C(=O)c3ccccc3C2=O)CC1,-4%,-104%[inhibitor],17%,3%,?,-19%,-6%,-13%,-30%,?
CC(c1ccco1)N(C(=O)c1ccccc1NS(=O)(=O)c1cccc([N+](=O)[O-])c1)c1ccccn1 (stereo not drawn),-18%,-20%,-1%,3%,-7%,5%,-4%,-1%,?,?
COc1cccc2cc(C(=O)C3=C(O)C(=O)N(CCN(C)C)C3c3ccc(F)cc3)oc12 (stereo not drawn),-7%,3%,0%,2%,-5%,1%,-1%,0%,-5%,?
COc1cccc(OC)c1C(=O)NC(=S)Nc1cc(-c2nc3ccccc3[nH]2)ccc1Cl,2%,25%,-2%,?,12%,?,-1%,0%,37%,29%
COc1ccc(C(=O)CN2CCN(c3ccc(F)cc3)CC2)cc1OC,-2%,0%,-1%,7%,0%,2%,-1%,0%,-10%,8%
CC(C)c1nnc(NC(=O)CSc2nnc(-c3ccco3)o2)s1,18µM*,1%,-1%,-3%,-3%,-15%,4%,-1%,11µM*,0%
S=C(Nc1ccccc1)N(CCN1CCOCC1)Cc1cccc(Cl)c1,?,-8%,-1%,-4%,-2%,1%,-3%,0%,?,-5%
Cc1cccc(NC2SC(=O)N(CC(=O)O)C2=O)c1 (stereo not drawn),-4%,40%,-2%,-3%,-2%,4%,0%,8%,-31%,-6%
C=CCn1c(SCC(=O)Nc2ccccc2CC)nnc1-c1ccncc1,-2%,-16%,-2%,-5%,-4%,-3%,-1%,.,-1%,?
Cc1cc(-c2ccccc2)nc(SC(C(=O)O)c2ccccc2)n1 (stereo not drawn),-1%,-5%,-3%,2%,23%,-21%,2%,11%,1%,-3%
O=C(CSc1ccc(C(F)(F)F)cc1[N+](=O)[O-])N1CCOCC1,-19%,-18%,-3%,22%,12%,-11%,1%,-4%,0%,?
CC(=O)c1ccc(NC(=O)C(C)OC(=O)c2ccc3c(c2)nc(C)n3-c2ccccc2)cc1 (stereo not drawn),-5%,74%,17%,?,5%,?,?,9%,35%,-4%
O=S(=O)(NCC(c1cccnc1)N1CCN(c2ccc(F)cc2)CC1)c1ccc(F)cc1 (stereo not drawn),-5%,-10%,1%,1%,-6%,7%,-16%,0%,38%,0%
O=C(Nc1cccc([N+](=O)[O-])c1)C12CC3CC(C1)CC(n1cnc([N+](=O)[O-])n1)(C3)C2,-9%,0%,1%,0%,-2%,-1%,-5%,-3%,15%,16%
O=[N+]([O-])c1ccc2nc(NCCCO)nc(-c3ccccc3)c2c1,-2%,-26%,0%,-22%,-2%,-3%,-3%,-3%,35%,?
Cc1nn(CC(=O)NCCN2CCCCC2C)c(=O)c2cc(-c3ccccc3)nn12 (stereo not drawn),-3%,-6%,0%,-1%,0%,0%,4%,6%,-2%,-6%
COc1ccc(S(=O)(=O)NCc2csc(C)n2)cc1OC,0%,-15%,0%,4%,-5%,-2%,0%,-4%,24%,-3%
COc1ccccc1C(=O)OCC(=O)Nc1ccc(Cl)cn1,-16%,-14%,0%,5%,1%,-11%,?,12%,20%,-10%
O=c1[nH]c2ccc(NC(=S)Nc3ccc(F)cc3)cc2[nH]1,-1%,0%,-2%,-1%,1%,0%,-1%,0%,-64%,.
CCCCNS(=O)(=O)CCNCc1ccc(OC)cc1,.,11%,.,-6%,.,.,5%,13%,.,.
CCN(CC)S(=O)(=O)c1cccc(-c2nnc(SCc3ncc(-c4ccccc4)o3)n2C)c1,2%,-9%,-1%,5%,0%,1%,-9%,-9%,?,0%
C=CC[C@H](CC(=O)N(CCO)Cc1ccccc1)C(=O)NC[C@H](OC(=O)[C@@H](CC=C)CC(=O)OC(C)(C)C)c1ccccc1,.,-58%,.,1%,.,.,-8%,-6%,.,.
